IDH1 R132H inh = qHTS for Inhibitors of mutant isocitrate dehydrogenase 1 (IDH1): qHTS. 390,000 tested, 0.093% active. Potency, µM (doses to about 76.6 µM), for the others: top-dose activity change, negative = inhibition, hits mostly inhibitors. IDH1-R132H enzyme, NADPH consumption, diaphorase/resazurin fluorescence. Isocitrate dehydrogenase [NADP] cytoplasmic (Homo sapiens), O75874; further: potency means the concentration at half of the fitted maximal effect; on the % scale 0 is the no-effect control and ±100 the full control effect; nearly all actives have a fitted effect of over 65% in size
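IDH1-R132H (0.5 ug/mL dispensed) in pH 7.5 Tris buffer was preincubated 30 min with compound, then given a substrate mix of 0.016 mM NADPH and 2 mM alpha-KG for 80 min at room temperature; remaining NADPH was read by diaphorase/resazurin fluorescence.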
USP1-UAF1 inh = Inhibitors of USP1/UAF1: Primary Screen | recombinant USP1/UAF1, Ub-Rhodamine cleavage fluorescence | Potency, µM (doses to about 57.1 µM), for the others: at the highest dose activity change, negative = inhibition, usual class: inhibitors | 390,000 tested, 0.23% active; further: potency means the concentration at half of the fitted maximal effect; on the % scale 0 is the no-effect control and ±100 the full control effect; nearly all actives have a fitted effect of over 60% in size; inactives centre near -12
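USP1/UAF1 complex at 1 nM was preincubated with compound for 15 min at room temperature, then Ub-Rho substrate (150nM final) was added. Fluorescence (480/540 nm) was read kinetically, 6 reads every 60 seconds.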
TrxR1 inh = qHTS Assay for Inhibitors of Mammalian Selenoprotein Thioredoxin Reductase 1 (TrxR1): qHTS; recombinant rTrxR1, NADPH fluorescence consumption, selenite substrate; Potency, µM (doses to about 114 µM), for the others: at the top dose activity change, negative = inhibition, most hits filed as inhibitors; 390,000 tested, 1% active; AID 588453, 2011; further: potency means the concentration at half of the fitted maximal effect; on the % scale 0 is the no-effect control and ±100 the full control effect; nearly all actives have a fitted effect of over 65% in size
Target sequence (O89049 whole entry, looked up): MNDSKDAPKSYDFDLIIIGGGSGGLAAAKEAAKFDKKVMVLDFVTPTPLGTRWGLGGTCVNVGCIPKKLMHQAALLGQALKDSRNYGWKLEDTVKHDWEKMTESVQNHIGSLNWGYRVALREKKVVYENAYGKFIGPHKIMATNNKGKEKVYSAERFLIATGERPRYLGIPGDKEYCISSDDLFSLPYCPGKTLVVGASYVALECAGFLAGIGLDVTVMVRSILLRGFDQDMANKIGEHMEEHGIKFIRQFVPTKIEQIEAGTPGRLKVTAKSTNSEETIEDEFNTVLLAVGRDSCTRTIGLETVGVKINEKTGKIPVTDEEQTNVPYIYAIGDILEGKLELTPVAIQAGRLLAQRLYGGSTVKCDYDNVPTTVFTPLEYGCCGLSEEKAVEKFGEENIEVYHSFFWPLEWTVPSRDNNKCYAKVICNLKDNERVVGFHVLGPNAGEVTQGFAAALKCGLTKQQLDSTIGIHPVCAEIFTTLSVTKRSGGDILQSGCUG
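Rat TrxR1 (90 nM in the dispensed reagent) was pre-reduced with 400 uM NADPH for 5 min at room temperature, then incubated with compound for 15 min. After 400 uM selenite was added, NADPH fluorescence (Ex 340/Em 450 nm) was followed for 8 min.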
D2 antag = HTS Assay for Allosteric Antagonists of the Human D2 Dopamine Receptor: Primary Screen for Antagonists. HEK293 TREx D2 cells, calcium flux, dopamine EC80. 340,000 tested, 2% active. AID 485344, 2010. inhibition, % at 10 µM; in the data active means inhibition above about 30%; further: 0% is about no effect
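Calcium flux kinetic readout in an inducible HEK293 TREx D2 line plated overnight at 30 C. After 180 s compound exposure, an EC80 dopamine challenge follows with another 180 s kinetic read to detect antagonism.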
TRHR enhancer = qHTS for Small Molecule Agonists and Allosteric Enhancers of Human TRH Receptor: Primary Screen for Enhancers; TRHR cells, fluo-8 calcium fluorescence, EC20 TRH enhancement; Thyrotropin-releasing hormone receptor (Homo sapiens), P34981; enhancement, % at 2 µM; 360,000 tested, 0.66% active; in the data active means enhancement above about 30%; further: 0% is about no effect
Target sequence (P34981 whole entry, looked up): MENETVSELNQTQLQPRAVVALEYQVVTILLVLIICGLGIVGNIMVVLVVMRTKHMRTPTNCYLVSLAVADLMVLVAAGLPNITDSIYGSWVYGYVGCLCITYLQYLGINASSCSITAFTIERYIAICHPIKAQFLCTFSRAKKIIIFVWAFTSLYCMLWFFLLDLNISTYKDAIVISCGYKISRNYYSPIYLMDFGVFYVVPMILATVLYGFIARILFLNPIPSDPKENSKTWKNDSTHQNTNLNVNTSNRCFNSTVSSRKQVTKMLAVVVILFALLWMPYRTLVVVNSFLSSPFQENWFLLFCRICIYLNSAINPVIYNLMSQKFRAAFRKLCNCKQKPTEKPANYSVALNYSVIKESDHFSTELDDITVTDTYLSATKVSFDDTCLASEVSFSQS
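Enhancer read-out: after compound pinning and an initial kinetic agonist-mode read, an EC20 of TRH (10 nM final) was injected and fluo-8 calcium signal (Ex 480/Em 530) followed at 1 s/cycle for 100 cycles in TRHR-expressing cells.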
D2 ag = HTS Assay for Allosteric Agonists of the Human D2 Dopamine Receptor: Primary Screen for Agonists. 340,000 tested, 0.53% active. HEK293 T-REx D2 cells, calcium flux agonist mode. activation, % at 2 µM. D(2) dopamine receptor (Homo sapiens), P14416;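 active means activation over 3 SD above normal in the single-dose calcium agonist read, cut at about 30% in these data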; further: 0% is about no effect
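Tetracycline-induced HEK293 T-REx cells with force-coupled D2 receptor, plated overnight at 30 C, loaded with no-wash calcium dye. After a 10 s baseline, compound was pin-added and calcium flux read kinetically for 180 s; calcium rises flagged agonists.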
TRHR agonist = qHTS for Small Molecule Agonists and Allosteric Enhancers of Human TRH Receptor: Primary Screen for Agonists; Thyrotropin-releasing hormone receptor (Homo sapiens), P34981; TRHR cells, calcium flux fluo-8, FDSS agonist mode; activation, % at 2 µM; 360,000 tested, 0.18% active; AID 493084, 2011; in the data active means activation above about 30%; further: 0% is about no effect
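Agonist-mode FDSS calcium read (Ex 480/Em 530, 1 s cycles) in 1536-well TRHR cells with fluo-8 dye, after 10-cycle baseline and 23 nL compound addition; TRH at EC20 (10 nM final) added afterwards for the enhancer phase.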
Pin1 inhibitor = qHTS Assay to Find Inhibitors of Pin1. Peptidyl-prolyl cis-trans isomerase NIMA-interacting 1 (Homo sapiens), Q13526. Pin1 FP peptide displacement, HiFluor488, 10 min. Potency, µM (top dose mostly 115 µM), for the others: at the highest dose activity, negative = inhibition, usual class: inhibitors. 390,000 tested, 0.009% active. AID 504891, 2011; active means well fitted inhibition curve with a large enough effect in the polarisation, with a control signal flat, not every such curve was filed as active; inconclusive means small, poorly fitted or top-dose-only effect, or effect the other way, or a change in a side signal; inactive means no such curve, though single readings can be large or run the other way; the % refers to the polarisation; further: potency means the concentration at half of the fitted maximal effect; on the % scale 0 is the no-effect control and ±100 the full control effect
Target sequence (Q13526 whole entry, looked up): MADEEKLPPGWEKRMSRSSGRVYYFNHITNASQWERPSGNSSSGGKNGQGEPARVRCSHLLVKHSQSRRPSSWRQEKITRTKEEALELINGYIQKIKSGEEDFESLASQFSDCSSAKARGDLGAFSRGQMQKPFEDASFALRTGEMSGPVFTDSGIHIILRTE
TrxR1 substrate = qHTS Assay for Substrates of Mammalian Selenoprotein Thioredoxin Reductase 1 (TrxR1): qHTS; purified TrxR1 substrate turnover, NADPH consumption readout; Potency, µM (titrated, usually from 114 µM), for inactives: at the highest dose activity change, negative = substrate turnover; 390,000 tested, 0.01% active; AID 588456, 2011; further: potency means the concentration at half of the fitted maximal effect; on the % scale 0 is the no-effect control and ±100 the full control effect; nearly all actives have a fitted effect of over 50% in size
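Rat TrxR1, dispensed at 90 nM, was prereduced with 400 uM NADPH (final) for 5 min at ~22 deg C, then incubated with compound 15 min before 400 uM selenite. A first-read NADPH fluorescence drop versus no-compound background flagged substrates.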
Starred values were filed as active, the others as inactive; & = joins results of further samples; [ ] = dose if it differs, or a comment. Unless noted, the call rests on the fitted dose curve; in most records, active means well fitted inhibition curve with a large enough effect; inconclusive means small, poorly fitted or top-dose-only effect; inactive means no such curve, though single readings can be large or run the other way.

For CCN(CC)S(=O)(=O)c1csc(C(=O)OCC(=O)c2ccccc2)c1 the results were IDH1 R132H inh 1%, USP1-UAF1 inh -3%, TrxR1 inh -5%, D2 antag -9, TRHR enhancer 0, D2 ag 0.5, TRHR agonist 2.0, Pin1 inhibitor -14% and TrxR1 substrate -10%.
For Cc1ccc(OCC(=O)N2CCc3ccccc3C2)cc1 the results were IDH1 R132H inh -1%, USP1-UAF1 inh -20%, TrxR1 inh 26%[2.29 µM], D2 antag -4, TRHR enhancer -10, D2 ag 0.8, TRHR agonist -0.9, Pin1 inhibitor -2% and TrxR1 substrate -4%.
Screening CC(=O)Nc1cccc(C(=O)OCN2C(=O)c3ccccc3C2=O)c1 returned IDH1 R132H inh 9%, USP1-UAF1 inh -26%, TrxR1 inh -29%, D2 antag -8, TRHR enhancer 6, D2 ag 0.2, TRHR agonist -0.2, Pin1 inhibitor -5% and TrxR1 substrate 8%.
Screening CCN(CC(=O)Nc1c(F)cccc1F)C(=O)CCc1nc2sc3c(c2c(=O)[nH]1)CCCC3 returned IDH1 R132H inh 1%, USP1-UAF1 inh -16%, TrxR1 inh -7%, D2 antag 5, TRHR enhancer -5, D2 ag -0.4, TRHR agonist 0.7, Pin1 inhibitor 54%[activator] and TrxR1 substrate 5%.
CCCc1sc(N)nc1-c1ccc(C)cc1 was read as IDH1 R132H inh 5%, USP1-UAF1 inh -13%, TrxR1 inh -16%, D2 antag -20, TRHR enhancer 5, D2 ag 1.8, TRHR agonist 0.4, Pin1 inhibitor 0% and TrxR1 substrate -14%.
`COc1cc(-c2nnc3sc(-c4ccncc4)nn23)cc(OC)c1OC` gave IDH1 R132H inh 16%, USP1-UAF1 inh -4%, TrxR1 inh 0%, Pin1 inhibitor -4% and TrxR1 substrate -1%.
Screening O=C(C1CCC1)N1CCc2cc(S(=O)(=O)NCCc3ccccc3)ccc21 returned IDH1 R132H inh -5%, USP1-UAF1 inh -10%, TrxR1 inh -17%, TRHR enhancer 1, D2 ag -0.4, TRHR agonist -2.0, Pin1 inhibitor 9% and TrxR1 substrate -16%.
`Cc1ccc(NC(=O)COC(=O)C2(CC(=O)NC(C)(C)C)CCCC2)cc1C` gave IDH1 R132H inh 0%, USP1-UAF1 inh -22%, TrxR1 inh 5%[57.1 µM], Pin1 inhibitor 5% and TrxR1 substrate -11%.
For Cn1c(=O)c2c(nc(N3CCN(Cc4ccccc4)CC3)n2CC(=O)c2ccccc2)n(C)c1=O the results were IDH1 R132H inh -6%, USP1-UAF1 inh -9%, TrxR1 inh 8%, Pin1 inhibitor inconclusive and TrxR1 substrate 2%.
Screening COc1ccc(NC(=O)C2=C(C)Nc3ncnn3C2c2cccn2C)cc1 (configuration not stated) returned IDH1 R132H inh -4%, USP1-UAF1 inh inconclusive, TrxR1 inh 10%[57.1 µM], TRHR enhancer -3, D2 ag -0.6, TRHR agonist 0.6, Pin1 inhibitor 4% and TrxR1 substrate 0%[57.1 µM].
Screening COc1ccc(CCNC(=O)C2CCN(S(=O)(=O)N3CCOCC3)CC2)cc1OC returned IDH1 R132H inh -3%, USP1-UAF1 inh -13%, TrxR1 inh 13%, D2 antag 5, TRHR enhancer 10, D2 ag 0.2, TRHR agonist 0.6, Pin1 inhibitor -6% and TrxR1 substrate 1%.
COCC(C)n1c(C)cc(C(=O)COc2ccc(N(C)S(=O)(=O)c3ccc(NC(C)=O)cc3)cc2)c1C (configuration not stated) was read as IDH1 R132H inh 4%, USP1-UAF1 inh -10%, TrxR1 inh 8%, D2 antag -8, TRHR enhancer 1, D2 ag -0.4, TRHR agonist 0.5, Pin1 inhibitor 8% and TrxR1 substrate 4%.
Cc1oc2cc3oc(=O)c(CC(=O)N[C@H](C(=O)N[C@@H](C(=O)O)c4ccccc4)C(C)C)c(C)c3cc2c1C was read as IDH1 R132H inh -11%, USP1-UAF1 inh -22%, TrxR1 inh -2%, D2 antag -2, TRHR enhancer -12, D2 ag 0.4, TRHR agonist -1.6, Pin1 inhibitor inconclusive and TrxR1 substrate 14%.
Screening CCCCn1c(N)c(N(CC)C(=O)c2cccc(C)c2)c(=O)[nH]c1=O returned IDH1 R132H inh -10%, USP1-UAF1 inh -22%, TrxR1 inh 13%, D2 antag 10, TRHR enhancer 1, D2 ag 0.8, TRHR agonist 1.4, Pin1 inhibitor 2% and TrxR1 substrate 3%.
`Cc1ccc(C)c(-n2nnnc2SCC(=O)c2ccc3c(c2)NC(=O)CO3)c1` gave IDH1 R132H inh 3%, USP1-UAF1 inh -18%, TrxR1 inh -1%, TRHR enhancer 2, TRHR agonist 0.0, Pin1 inhibitor 21% and TrxR1 substrate 1%.
Screening CC(=O)NC1=NN(C(C)=O)C(C)(c2ccccn2)S1 (configuration not stated) returned IDH1 R132H inh 6%, USP1-UAF1 inh -21%, TrxR1 inh 12%[57.1 µM], D2 antag -1, TRHR enhancer 26, D2 ag -0.2, TRHR agonist 0.4, Pin1 inhibitor -4% and TrxR1 substrate 1%[57.1 µM].
Screening CCOC(=O)c1sc(NC(=O)c2ccco2)c(C#N)c1C returned IDH1 R132H inh 6%, USP1-UAF1 inh -15%, TrxR1 inh -26%, D2 antag 7, TRHR enhancer 5, D2 ag 4.6, TRHR agonist 1.4, Pin1 inhibitor 54%[activator] and TrxR1 substrate -16%.
Screening NC[C@H]1O[C@H](O[C@H]2[C@H](O)[C@@H](O[C@H]3O[C@H](CO)[C@@H](O)[C@H](N)[C@H]3O)[C@H](N)C[C@@H]2N)[C@H](N)C[C@@H]1O returned IDH1 R132H inh -1%, USP1-UAF1 inh -8%, TrxR1 inh 11%, D2 antag 37*, TRHR enhancer 17, D2 ag 1.9, TRHR agonist 4.0, Pin1 inhibitor 2% and TrxR1 substrate 2%.
Screening Cn1c(N)c(C(=O)COC(=O)CC2CC3CCC2C3)c(=O)n(C)c1=O (configuration not stated) returned IDH1 R132H inh -1%, USP1-UAF1 inh -9%, TrxR1 inh 20%[57.1 µM], D2 antag 13, TRHR enhancer -2, D2 ag 0.5, TRHR agonist 0.5, Pin1 inhibitor 2% and TrxR1 substrate 6%[57.1 µM].
Screening CCOc1ccc(CNC(=O)CCc2cn(C)c3ccccc23)cc1OC returned IDH1 R132H inh 18%, USP1-UAF1 inh 3%, TrxR1 inh 10%[57.1 µM], D2 antag 11, TRHR enhancer 29, D2 ag -0.7, TRHR agonist 0.9, Pin1 inhibitor -9% and TrxR1 substrate 4%[57.1 µM].
Cc1cc(C)n(S(=O)(=O)/C=C/c2ccccc2)n1 was read as IDH1 R132H inh 0%, USP1-UAF1 inh -18%, TrxR1 inh inconclusive, D2 antag -26, TRHR enhancer 6, D2 ag -0.1, TRHR agonist 0.2, Pin1 inhibitor -5% and TrxR1 substrate -3%.
N#C/C(=C(/O)C(Cl)(Cl)Cl)c1nc2ccccc2[nH]1 was read as IDH1 R132H inh -7%, USP1-UAF1 inh -8%, TrxR1 inh inconclusive, D2 antag 6, TRHR enhancer -7, D2 ag 3.0, TRHR agonist 1.8, Pin1 inhibitor 2% and TrxR1 substrate -4%.
Cc1cccc(CS(=O)(=O)Cc2ccc(C(=O)NCCN3CCCCC3C)o2)c1 (configuration not stated) was read as IDH1 R132H inh 10%, USP1-UAF1 inh 0%, TrxR1 inh -15%, D2 antag 20, TRHR enhancer -2, D2 ag -1.0, TRHR agonist 0.0, Pin1 inhibitor -4% and TrxR1 substrate -3%.
For CCN(CC)S(=O)(=O)c1ccc(NC(=O)CNC2CCCCC2)cc1 the results were IDH1 R132H inh -3%, USP1-UAF1 inh -3%, TrxR1 inh 21%, D2 antag 15, TRHR enhancer 1, D2 ag 0.1, TRHR agonist 0.8, Pin1 inhibitor -3% and TrxR1 substrate -2%.
CC1CN(C(=O)CCC(=O)NCCCN2CCC(Cc3ccccc3)CC2)c2cc(Cl)ccc2O1 (configuration not stated) was read as IDH1 R132H inh -6%, USP1-UAF1 inh -1%, TrxR1 inh 14%, D2 antag -8, TRHR enhancer 1, D2 ag 3.1, TRHR agonist 0.4, Pin1 inhibitor 8% and TrxR1 substrate -2%.
For COc1cc2c(cc1OC)CN(C(=O)c1ccco1)CC2 the results were IDH1 R132H inh 1%, USP1-UAF1 inh 4%, TrxR1 inh 11%, D2 antag -8, TRHR enhancer -2, D2 ag 0.4, TRHR agonist 0.5, Pin1 inhibitor -1% and TrxR1 substrate -1%.
`O=c1c2ccccc2n2c(-c3cccc(F)c3)nnc2n1Cc1ccccc1` gave IDH1 R132H inh -1%&-2%, USP1-UAF1 inh -7%&-1%, TrxR1 inh 24%&-5%, TRHR enhancer -2&-6, D2 ag 0.9, TRHR agonist 0.0&-0.2, Pin1 inhibitor -16%&5% and TrxR1 substrate 4%&-1%.
`O=S(=O)(c1cccs1)N1CCN(CCOc2ccc(Cl)cc2)CC1` gave IDH1 R132H inh 12%, USP1-UAF1 inh -17%, TrxR1 inh 11%, TRHR enhancer -4, TRHR agonist 2.8, Pin1 inhibitor 9% and TrxR1 substrate 2%.

Screening results (PubChem)

Not all compounds are listed; count on the stated rates, not on these rows.
